Screening results (PubChem BioAssay)
PDI inh – inhibitors of human PDI, primary screen, biochemical, turbidity, single point, plate reader | Protein disulfide-isomerase (Homo sapiens), P07237 | PDI insulin aggregation turbidity, A650, 90 min | inhibition, % at 10 µM | 350,000 tested, 0.052% active | AID 588391, 2011;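 active = mean inhibition across replicates of 30% or more, whatever share of single replicates reach that level; inconclusive = mean inhibition below 30% while every single replicate reaches 30%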;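 also: absorbance from insulin aggregation driven by PDI reduction with DTT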
Target sequence (P07237 whole entry, looked up): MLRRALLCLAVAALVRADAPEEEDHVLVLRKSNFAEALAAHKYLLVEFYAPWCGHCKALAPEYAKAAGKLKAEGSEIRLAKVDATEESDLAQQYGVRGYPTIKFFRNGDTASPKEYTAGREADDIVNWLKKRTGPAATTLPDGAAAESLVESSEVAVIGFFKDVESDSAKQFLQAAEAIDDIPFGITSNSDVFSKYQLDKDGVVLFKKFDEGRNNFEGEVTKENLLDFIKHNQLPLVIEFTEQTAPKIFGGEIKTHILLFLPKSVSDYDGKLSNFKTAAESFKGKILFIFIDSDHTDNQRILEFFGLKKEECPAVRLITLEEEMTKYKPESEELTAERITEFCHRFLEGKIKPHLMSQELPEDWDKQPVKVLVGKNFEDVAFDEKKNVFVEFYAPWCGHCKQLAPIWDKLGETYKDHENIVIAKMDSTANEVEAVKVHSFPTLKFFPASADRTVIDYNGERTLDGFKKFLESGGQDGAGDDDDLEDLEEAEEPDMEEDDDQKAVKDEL
Exocytosis inh – LAMP-1 surface exposure blockers, TALL-104 cells – cell-based, flow cytometry, MLPCN library, primary screen; TALL-104 LAMP-1 surface exposure; cells stimulated with thapsigargin and PMA; inhibition, % at 10 µM; 360,000 tested, 0.66% active; AID 651702, 2012;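 active = inhibition above about 55%, limit read from the data; inconclusive = no clear call, values can overlap the other calls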
hiPSC survival – enhancers of single-cell hiPSC survival, primary screen, ATPlite luminescence. 100% = ROCK inhibitor wells, 0% = DMSO. survival enhancement, % at 20 µM. 360,000 tested, 0.044% active. AID 602274, 2012; in the data active = survival enhancement above about 18%;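 also: cells exposed to compounds for 16 hours before the ATP read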
Vif inh – HIV Vif self-association inhibitors, primary screen, imaging, HEK293T, single point; HEK293T cells, Vif self-association by quenched fluorescence, 24 h; inhibition, % at 7.49 µM; 340,000 tested, 0.35% active; AID 602346, 2012; in the data active = inhibition above about 50%, passing the limit was not always enough; inconclusive = no clear call, values can overlap the other calls; inactive = below about 31%; also: some results filed as inactive read as strong as hits
Peg3 prom inh – Peg3 promoter-driven luciferase inhibitors, primary screen, cell-based, HeLa, luciferase luminescence. HeLa PEG-Prom luciferase reporter, overnight. inhibition, % at 20 µM. 360,000 tested, 1.7% active;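 active = inhibition of at least 50% at 20 µM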
aDG glyco up – activators of alpha-DG glycosylation, primary screen, uHTS, Pro5-aDG cells, AlphaScreen | 360,000 tested, 0.22% active | alpha-DG glycosylation AlphaScreen (IIH6); 0% Pro5, 100% B10-LARGE cell signal | activation, % at 10 µM | AID 624168, 2012;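 active = activation of at least 8% versus controls, or a plate z-score of at least 8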;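 also: Pro5 are CHO cells carrying HIG-tagged alpha-DG that lacks glycosylation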
CaV13 ICDI inh – Disruptors of the CACNA1D IQ motif to Ca2+-dependent inactivation inhibitor domain association, primary screening, Förster resonance energy transfer in intact living …; HEK cells, CFP/YFP FRET ICDI-IQ, plate reader, 10 min; percent FRET-ratio fall versus neutral wells; inhibition, % at 12.3 µM; 340,000 tested, 0.098% active;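 active = mean replicate inhibition of at least 30% and at least 1% of replicates passing that level; inconclusive = only one of the two criteria is met; inactive = neither criterion is met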;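 also: 0% = median of the neutral control wells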
MITF TRPM1 inh – inhibitors of MITF-dependent TRPM1 promoter reporter, primary screen, cell-based, SK-MEL-5, single point, luciferase. AID 488899, 2010. inhibition, % at 12.5 µM. 330,000 tested, 0.83% active. SK-MEL-5 TRPM1 promoter luciferase, 24 h;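 active = mean inhibition across replicates of 60% or more, whatever share of single replicates reaches that level; inconclusive = some that reach 60%, reason not given; inactive = mean inhibition across replicates below 60%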; also: values of inactives mirror those of a sister screen read the other way
NR2E3 ag-1 – inhibitors of NR2E3-RetCOR corepressor binding, primary screen, NR2E3 agonist project, biochemical, TR-FRET, GST-NR2E3, biotin-RetCOR. Photoreceptor-specific nuclear receptor (Homo sapiens), Q9Y5X4. 1536-well. inhibition of corepressor binding, % at 4.78 µM. 320,000 tested, 0.12% active. AID 2300, 2010;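 active = percent inhibition above the cutoff of mean plus 3 SD of all tested compounds, set per screening campaign, cut at about 20% in these data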;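 also: 0% = DMSO wells and 100% = biotin wells as full block of FRET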
Target sequence (Q9Y5X4 whole entry, looked up): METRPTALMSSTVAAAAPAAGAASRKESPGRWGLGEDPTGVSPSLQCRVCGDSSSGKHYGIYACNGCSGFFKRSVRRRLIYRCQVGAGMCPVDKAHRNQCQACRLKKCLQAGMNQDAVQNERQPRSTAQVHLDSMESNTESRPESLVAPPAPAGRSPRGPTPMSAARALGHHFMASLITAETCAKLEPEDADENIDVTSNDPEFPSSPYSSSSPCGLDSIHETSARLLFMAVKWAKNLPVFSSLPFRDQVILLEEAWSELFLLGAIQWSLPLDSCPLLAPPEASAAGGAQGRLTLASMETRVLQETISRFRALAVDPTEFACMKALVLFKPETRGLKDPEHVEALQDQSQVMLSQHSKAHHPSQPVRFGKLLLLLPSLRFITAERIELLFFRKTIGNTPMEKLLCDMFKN
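Test system – NR2E3–RetCOR corepressor complex · Quantity – NR2E3 fusion 1.35 nM · Buffer or medium – Tris pH 7.5 · Incubation – Compound–protein incubation for 5 h at 4 °C · Technique – TR-FRET, Eu(K)-anti-GST donor, streptavidin-D2 acceptor, ex 340, em 617/671 nm · Evaluation – percent inhibition of 671/617 nm emission ratio versus biotin and DMSO controls · Plate – 1536-well format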
NR2E3 ag-2 – NR2E3 agonists in two-hybrid cells, primary screen, cell-based, luminescence, CHO-S, Gal4-NCOR/VP16-NR2E3; AID 602229, 2012; 360,000 tested, 0.35% active; inhibition of corepressor binding, % at 3.98 µM; Photoreceptor-specific nuclear receptor (Homo sapiens), Q9Y5X4; luciferase;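 active = inhibition above the mean of all tested compounds plus 3 SD, cut at about 70% in these data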;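 also: 0% = DMSO with NR2E3 transfected cells and 100% = cells lacking NR2E3 construct; higher means lower luciferase signal from less NR2E3 corepressor binding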
HIF-2a inh – HIF-2a reporter inhibitors, primary screen, luminescence, 786-0 RCC cells; 786-0 RCC cells HIF-2a reporter, luciferase luminescence, overnight; inhibition, % at 18.8 µM; AID 624352, 2012; 360,000 tested, 0.72% active;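 active = inhibition of the luminescence signal of 40% or more relative to plate controls, in a single-dose primary screen at 18.75 µM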
* = called active by the depositor; ? = inconclusive; · = no result given.

SMILES | PDI inh | Exocytosis inh | hiPSC survival | Vif inh | Peg3 prom inh | aDG glyco up | CaV13 ICDI inh | MITF TRPM1 inh | NR2E3 ag-1 | NR2E3 ag-2 | HIF-2a inh
CCN1CCN(c2ccc(S(=O)(=O)N3CCCCC3)cc2NC(=O)c2cccc(NC(C)=O)c2)CC1 | -8 | 9 | -0.4 | -4 | -2 | 0.1 | -6 | -18 | -1 | 2 | 14
CN(C)c1nc(OCCNC(=O)Nc2ccccc2)nc(N(C)C)n1 | 5 | 0 | -0.3 | 7 | -4 | -0.1 | -5 | 3 | 2 | 19 | -16
CCOC(=O)c1sc(-n2[nH]c(C)cc2=O)nc1C | ? | -2 | 1.5 | -5 | 2 | 1.0 | -6 | 6 | 0 | 7 | 13
COc1ccc(C)cc1NC(=S)N1CC(C)OC(C)C1 (configuration not stated) | 4 | 3 | -0.5 | 0 | 4 | 0.0 | · | -4 | 3 | -14 | 5
Cc1cc(C)cc(NC(=O)Nc2ccc(Cl)cn2)c1 | -2 | 6 | 0.5 | -2 | 14 | -0.2 | 4 | -3 | -4 | -16 | -4
CC(=O)c1cccc(S(=O)(=O)Nc2c(C)nn(C)c2C)c1 | -4 | 7 | -0.3 | 19 | 6 | 0.1 | -6 | -7 | 5 | -32 | 6
Cc1ccnc(Nc2nc(-c3ccc(F)cc3)cs2)c1 | 1 | -3 | -0.2 | -11 | -147 | -0.1 | -1 | -32 | 0 | -129 | -240
CSc1ncccc1C(=O)OCC(=O)NC1CCS(=O)(=O)C1 (configuration not stated) | 5 | -1 | -0.8 | -6 | 3 | 0.0 | · | -5 | 2 | -1 | 12
C[C@@H]1CCCCO[C@H](CN(C)C(=O)Cc2ccccc2)[C@@H](C)CN([C@H](C)CO)C(=O)c2cc(NC(=O)Nc3ccccc3)ccc2O1 | -1 | 0 | 0.0 | -6 | 5 | -0.2 | -7 | · | · | -32 | -1
COc1ccc(C2=NN(C(C)=O)C(c3ccccc3)C2)cc1 (configuration not stated) | 9 | 4 | 0.9 | 2 | -129 | 0.0 | -18 | -58 | -1 | -29 | -232
O=C(O)CNS(=O)(=O)c1ccc(Br)s1 | 10 | 1 | -2.4 | 3 | 0 | 0.2 | 0 | -6 | -3 | -19 | 12
CN(CCOc1ccccc1)CC(=O)Nc1cc([N+](=O)[O-])ccc1Cl | 12 | -2 | -0.8 | -2 | -9 | -0.1 | -3 | -12 | 0 | 5 | -11
CN(C)c1nc(/C=C(\C#N)C(N)=O)c(Cl)n1-c1ccc(F)cc1 | 1 | -2 | -1.3 | -2 | 18 | 0.4 | -10 | 10 | -1 | -7 | 24
O=C(c1ccccc1F)n1c2c(c3ccccc31)CCCC2 | 1 | 4 | 1.5 | -11 | 22 | -0.2 | -19 | 18 | 2 | -22 | 2
CC(C)n1cnc2cc(NCc3ccco3)ccc21 | -5 | 5 | -2.0 | -2 | -140 | 0.3 | -8 | -24 | 0 | -36 | -98
O=C1CCCCCCC1Sc1ccccc1[N+](=O)[O-] (configuration not stated) | 0 | 0 | 0.9 | 9 | 18 | 0.2 | -2 | -7 | -1 | 4 | 20
CN(C)c1ccc(/C=N/N=C(N)N)cc1[N+](=O)[O-] | -4 | -1 | 0.9 | 10 | 16 | 0.4 | -4 | -2 | -2 | -17 | 17
CCOC(=O)Nc1ccc(C)cc1NC(=O)OCC | -7 | 2 | 0.8 | -4 | 9 | 0.2 | -4 | 8 | 2 | 0 | 10
COc1ccccc1C1(CC(=O)O)CCOC(C)(C)C1 (configuration not stated) | 4 | -4 | 1.9 | 12 | -3 | 0.1 | -4 | -3 | 1 | 6 | 10
COc1cc(OC)cc(C(=O)N2CCN(c3ccccc3F)CC2)c1 | 1 | 1 | 1.9 | 2 | 19 | 0.0 | 0 | 2 | -1 | -7 | 23

Arranged by SMILES length (largest number first): part of the list above
SMILES | PDI inh | Exocytosis inh | hiPSC survival | Vif inh | Peg3 prom inh | aDG glyco up | CaV13 ICDI inh | MITF TRPM1 inh | NR2E3 ag-1 | NR2E3 ag-2 | HIF-2a inh
CN(C)c1ccc(/C=N/N=C(N)N)cc1[N+](=O)[O-] | -4 | -1 | 0.9 | 10 | 16 | 0.4 | -4 | -2 | -2 | -17 | 17
O=C(c1ccccc1F)n1c2c(c3ccccc31)CCCC2 | 1 | 4 | 1.5 | -11 | 22 | -0.2 | -19 | 18 | 2 | -22 | 2
O=C(O)CNS(=O)(=O)c1ccc(Br)s1 | 10 | 1 | -2.4 | 3 | 0 | 0.2 | 0 | -6 | -3 | -19 | 12

Continued:
structure,PDI inh,Exocytosis inh,hiPSC survival,Vif inh,Peg3 prom inh,aDG glyco up,CaV13 ICDI inh,MITF TRPM1 inh,NR2E3 ag-1,NR2E3 ag-2,HIF-2a inh
Cc1cc([N+](=O)[O-])cc(C)c1OCC(=O)N/N=C/c1ccc(OC(=O)c2ccccc2Br)cc1,6,6,2.1,1,0,0.2,-2,-6,2,6,1
COc1ccccc1NC(=O)CSc1nnc(CC(=O)Nc2ccccc2F)n1C,-3,-15,0.5,-2,15,-0.2,-3,10,2,-7,12
COc1cc(C(=S)N2CCOCC2)cc(OC)c1OS(=O)(=O)c1ccc(NC(C)=O)cc1,7,-2,4.6,14,1,-0.2,-6,4,1,1,12
COc1ccc(C2=NS(=O)(=O)N(C)C(C(=O)N3CCC(C(N)=O)CC3)=C2)cc1,·,0,-0.1,·,-5,0.3,9,-10,1,-31,10
COc1ccc(N2C(=O)C(CC(=O)Nc3ccccc3)N(Cc3cccs3)C2=O)cc1 (configuration not stated),·,-4,-5.4,6,-7,-0.4,-3,·,5,18,-9
CC(C)CNC(=O)c1ccc(Cl)c(Cl)c1,-4,-2,-3.1,-1,-13,-0.1,-5,-3,1,-2,-19
C[C@H](Nc1ncnc2sc3c(c12)CCC3)C(=O)O,-3,-7,4.5,-26,9,0.2,·,-4,-1,12,5
CCOC(=O)c1[nH]c(C)c(C(=O)Nc2ccc3c(c2)OCCO3)c1C,-4,1,5.2,17,-28,0.0,-7,34,4,-28,-22
CCOC(=O)N1CCC(N(CCOC)C(=O)Nc2ccc(CC)cc2)CC1,11,-1,-2.8,-2,-7,0.0,·,-9,1,-8,-3
O=C(CNC1CC1)Nc1cc(C(F)(F)F)ccc1Cl,-2,-7,1.3,0,1,0.1,-11,-6,1,-12,10
COC1OC(COC(=O)CNC(=O)OC(C)(C)C)C(O)C(O)C1O (configuration not stated),-12,1,-1.4,6,4,-0.5,-3,11,2,-23,19
CN(C)/C=C(\C(=O)c1ccccc1)c1nnnn1-c1ccc(F)cc1,4,-1,-0.3,4,4,0.0,-5,-1,-4,8,20
N#CCC(=O)Nc1ccc(C(=O)NNC(=S)NC2CC2)cc1,-5,-6,-0.1,-3,18,-0.3,-6,-5,·,-7,-14
Cc1ccc(-n2c(C)nc3c(cnn3-c3ccc(F)cc3)c2=O)cc1,13,2,-2.1,·,-12,0.8,·,7,0,-2,-57
O=C(COC(=O)Cc1ccc(S(=O)(=O)N2CCOCC2)s1)Nc1ccccc1Cl,0,0,1.1,-7,11,-0.1,-5,-4,·,-19,6
COC(=O)c1ccccc1NC(=O)c1noc2c1CCCC2,-13,-6,-1.6,-3,-46,0.1,-4,1,-1,-84,-179
Cc1ccc(S(=O)(=O)N(CC(=O)N2CCc3ccccc3C2)c2ccc(Cl)c(Cl)c2)cc1,-3,-4,-0.2,-3,15,0.5,-5,20,2,-51,21
Cc1ccc(S(=O)(=O)Oc2ccccc2[N+](=O)[O-])cc1,1,0,-0.8,14,-23,0.2,-5,5,·,-24,-77
COC(=O)N1CCCCC1c1cc(C(=O)NCc2cccnc2)no1 (configuration not stated),-2,-1,4.0,?,12,-0.2,-10,·,·,-12,16
C#CC[N+]1(CC#Cc2cccc(C)c2)CCCCC1,0,1,1.2,2,-1,0.4,-4,-3,2,-28,22
COCCCn1cnc2c(c1=O)c1nc3ccccc3nc1n2-c1ccccc1,4,4,4.7,4,9,-0.4,·,-2,-1,0,11
CC1CCc2nc(/C(C#N)=C/c3cccnc3)sc2C1 (configuration not stated),-5,-1,-1.4,1,-304,0.5,-17,-67,2,-172,-343
O=C(CN1C(=O)COc2ccc(S(=O)(=O)N3CCCCC3)cc21)NCc1ccccc1Cl,4,2,0.1,-2,3,0.0,-6,5,-3,5,-2
Cc1ccc(CNC(=O)C(=O)NCC2OCCN2S(=O)(=O)c2ccc(Cl)cc2)cc1 (configuration not stated),4,-5,-0.1,-6,4,0.4,·,4,-1,2,15
CCC1CCCCN1CCCNC(=O)CN1C(=O)CSc2ccc(S(=O)(=O)N3CCC(C)CC3)cc21 (configuration not stated),-13,1,-0.6,5,-38,-0.3,-6,-7,-1,17,6
Cc1ccnc(SCC(=O)Nc2sc3c(c2C#N)CCCC3)n1,3,-4,4.9,-30,-14,4.0,-5,14,2,85*,-34
CC[C@]12c3[nH]c4ccc(OC)cc4c3CCN1C(=O)C(CC(=O)NCCN1CCOCC1)C[C@@H]2C(=O)N1CCN(C(=O)C2CC2)CC1 (some centres not stated),-7,-1,1.6,·,4,-0.1,-10,-10,·,-16,-7

A portion from the list above, for reference:
structure,PDI inh,Exocytosis inh,hiPSC survival,Vif inh,Peg3 prom inh,aDG glyco up,CaV13 ICDI inh,MITF TRPM1 inh,NR2E3 ag-1,NR2E3 ag-2,HIF-2a inh
CCN1CCN(c2ccc(S(=O)(=O)N3CCCCC3)cc2NC(=O)c2cccc(NC(C)=O)c2)CC1,-8,9,-0.4,-4,-2,0.1,-6,-18,-1,2,14
CN(C)c1nc(OCCNC(=O)Nc2ccccc2)nc(N(C)C)n1,5,0,-0.3,7,-4,-0.1,-5,3,2,19,-16
CCOC(=O)c1sc(-n2[nH]c(C)cc2=O)nc1C,?,-2,1.5,-5,2,1.0,-6,6,0,7,13
COc1ccc(C)cc1NC(=S)N1CC(C)OC(C)C1 (configuration not stated),4,3,-0.5,0,4,0.0,·,-4,3,-14,5
